Autophagy HCS: alters autophagy in cells; MEF GFP-LC3 puncta imaging; test concentration mostly 10 µM; calls only at 10 µM (by protocol); 0.98% of 190,000 active; AID 463193;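 active means percentage of spot-positive cells more than 3 SD above its plate mean, without a fluorescence outlier flag or 80% toxicity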;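 further: spot-positive cell cutoff set from DMSO-treated cells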
Ins promoter up: MIN6 insulin promoter up-regulation | z-score at 5 µM | MIN6 insulin promoter-GFP reporter, high-content imaging; stronger effect = higher value | 0.3% of 190,000 active | AID 1625;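 active means z-score above 3 at 5 µM with at least 500 cells counted in the well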
Dynein transport: dynein cargo transport inhibition; 3617.4 mouse cells, GR-EGFP nuclear translocation imaging; test concentration mostly 20 µM; stimulated with dexamethasone, 1 µM; stronger effect = lower value; 0.47% of 220,000 active; z-score, hits read low;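 active means plate z-score of nuclear minus cytoplasmic receptor signal below a set negative limit, without overly bright fluorescence or cell loss, cut at about -3.5 in these data, passing the limit was not always enough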;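 further: z-score of nuclear minus cytoplasmic ring GR-EGFP intensity difference per well; some compounds called inactive have numbers as strong as hits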
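Buffer or medium: tetracycline-free induction medium containing charcoal-stripped FBS / Reagent: dexamethasone agonist, 1.0 µM final, for 30 min / Technique: automated 10x imaging of fixed Hoechst-stained cells / Times: induction 48 h, compound 1 h, agonist 30 min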
Salmonella PhoP GFP: PhoP-dependent GFP reporter repression – Salmonella Typhimurium, primary screen (AID 1863). inhibition, % at 50 µM, or IC50 in µM where a hit was titrated. S. Typhimurium PhoP-regulated promoter GFP reporter, 4 h; higher % means a stronger effect. 0.16% of 300,000 active;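 active means inhibition over 29.93%, a cutoff 3 SD above the screen mean, later confirmed by dose response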;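 further: 0% = low Mg2+ inducing control and 100% = high Mg2+ repressing control; strong numbers were not always called active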
CSM14.1 death rescue: protection against thapsigargin-triggered cell killing – 384-well, CSM14.1, ATP luminescence, primary screen (AID 1222). 190,000 tested, under 10 active. one-dose cellular ATP content (survival), % at 20 µM; EC50 in µM for titrated hits. CSM14.1 thapsigargin-induced death rescue, ATP luminescence; higher % means a stronger effect;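 active means EC50 below 50 µM in the dose-response confirmation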;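 further: death triggered by thapsigargin at about 15 µM added after 2 h compound pretreatment; cell ATP read after overnight thapsigargin exposure of roughly 18 to 22 hours; normalized against plate controls of thapsigargin alone and 5% DMSO vehicle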
bCat nuc transl: beta-catenin nuclear translocation modulation | nuclear translocation activity, % at 5 µM | AID 1665 | 0.3% of 190,000 active | HeLa beta-catenin nuclear translocation, immunofluorescence imaging;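 active means nuclear translocation activity above 50% at 5 µM, with a well cell count of 50 or more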;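 further: per-cell ratio of nuclear to cytoplasmic median beta-catenin stain intensity; plate controls were DMSO negative control for no effect and GSK-3 inhibitor IX positive control for full effect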
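Test system: human HeLa cells, endogenous beta-catenin. Times: 24 h compound exposure, 37°C. Measured by: beta-catenin immunofluorescence imaging with DAPI.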
T cell HTS: T cell immune modulators affecting CD8 T cell-vesicle binding; AID 2052; calls only at 7 µM; 0.068% of 330,000 active; 2C CD8+ T cell-vesicle binding, flow cytometry; stronger effect = lower value;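 active means response, share of CD8 T cells binding vesicles, and their 90th percentile fluorescence all below set limits, cut at about 80% in these data, passing the limit was not always enough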
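Assay system – 2C mouse CD8+ T cells · Also added – QL9-loaded Drosophila micro-vesicles · Timing – Cell–vesicle co-incubation 1.5 h at 37 °C, staining 20 min on ice · Signal – flow cytometry of vesicle-bound cells · Measure – percent CD8+ FL2 mean versus row control · Controls – Peptide-free naked vesicles (low) and QL9 vesicles with 0.7% DMSO vehicle (high)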
Lipid droplet: modulators of hepatic lipid droplet formation; AML12 mouse hepatocytes, oleate lipid droplets, BODIPY imaging; inhibition, % at 6.5 µM; 0.4% of 240,000 active;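 active means lipid droplet intensity inhibited by at least 50%, with more than 500 cells counted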
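material = mouse AML12 hepatocyte cell line, fixed after treatment | also added = 100 µM oleic acid challenge | doses = compound at 6.5 µM only | schedule = overnight exposure | technique = Image-based BODIPY and DAPI two-channel analysis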
MT stabilizer: microtubule stabilizers in HeLa cells | HeLa tubulin immunostaining HCS, 24 h; share of cells brighter than vehicle mean+2SD | % tubulin-high responders, % at 10 µM | 0.83% of 200,000 active;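 active means plate Z-score above 3 for both tubulin-high and condensed-nucleus cell shares, with cell loss under 80%, at 10 µM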;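 further: anti alpha tubulin signal scored within the nucleus-defined area of each cell; some results filed as inactive read as strong as hits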
Dynein transport cytoplasmic EGFP: recorded beside Dynein transport, whose call it bears; z-score; measured here: cytoplasmic GR-EGFP intensity; stronger effect = higher value
Dynein transport nuclear GR-EGFP: second read-out of Dynein transport, no call of its own (marks repeat the call); z-score; measured here: nuclear GR-EGFP intensity;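 lower value marks the stronger effect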
Dynein transport cell count: recorded beside Dynein transport, whose call it bears; z-score; measured here: cell count per field
Ins promoter up cell count: second read-out of Ins promoter up, no call of its own (marks repeat the call); cell count; measured here: cytotoxicity, nuclei count;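 total cells summed across four imaged fields per well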
Lipid droplet cells 6.5 µM: further read-out of Lipid droplet, marked with its call; cell count; measured here: cell count, cytotoxicity flag;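 cells counted across two imaged fields per well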
bCat nuc transl cell count 5 µM: recorded beside bCat nuc transl, whose call it bears; cell count; measured here: cell count, cytotoxicity flag
T cell HTS vesicle-bound %: further read-out of T cell HTS, marked with its call; double positive events, %; measured here: CD8+ vesicle-bound cell fraction;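 binding gate set so that unloaded-vesicle control wells show 10% double positive cells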
MT stabilizer Hoechst-high %: second read-out of MT stabilizer, no call of its own (marks repeat the call); % Hoechst-high responders; measured here: nuclear condensation Hoechst responders;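 share of cells brighter than vehicle mean plus two SD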
MT stabilizer cytotoxicity %: second read-out of MT stabilizer, no call of its own (marks repeat the call); toxicity, %; measured here: cytotoxicity by cell density;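 0% = mean cell density of plate MIN control wells and 100% = no cells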
Autophagy HCS cell loss 18 h: also measured in Autophagy HCS; calls as there; toxicity, %; measured here: cell loss, nuclei count;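 cell loss after 18 h compound exposure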
An asterisk follows results filed as active; i = inactive; . = no result given; + = active, no number.

SMILES	Autophagy HCS	Autophagy HCS cell loss 18 h	Ins promoter up	Ins promoter up cell count	Dynein transport	Dynein transport cytoplasmic EGFP	Dynein transport nuclear GR-EGFP	Dynein transport cell count	Salmonella PhoP GFP	CSM14.1 death rescue	bCat nuc transl	bCat nuc transl cell count 5 µM	T cell HTS	T cell HTS vesicle-bound %	Lipid droplet	Lipid droplet cells 6.5 µM	MT stabilizer	MT stabilizer Hoechst-high %	MT stabilizer cytotoxicity %
COc1ccc(C(C[N+](=O)[O-])c2c(-c3ccccc3)cc3ccccn23)c(OC)c1 (stereo unspecified)	i	11	0.38	766	-1.4	-0.062	-0.44	0.65	20%	0.0%	-2.3	1096	i	53	10	838	3.3	1.6	0.6
COC(=O)CNC(=O)COC(=O)c1cc(Cl)cc(Cl)c1N	i	-2	0.36	1200	1	-0.25	1.4	-1.4	-3%	-1.0%	-0.7	1247	i	5	-6	739	4.3	1.7	4.7
Cc1ccc(-c2noc(CCCC(=O)Nc3cccnc3)n2)cc1	i	2	-0.01	1008	-0.82	-0.21	-0.24	0.93	-5%	-0.8%	1.3	1129	i	19	.	.	7.0	2.3	10
CCCS(=O)(=O)N1CCCC(C(=O)NCCCN2CCCC2=O)C1 (stereo unspecified)	i	7	-0.05	1537	0.079	0.0081	-0.12	0.75	-1%	-2.0%	0.2	1350	i	18	.	.	1.2	1.5	0.2
CC(Sc1nnc(Cc2ccc3c(c2)OCO3)o1)C(N)=O (stereo unspecified)	i	5	-0.21	1519	0.69	-0.33	-0.075	0.65	3%	-0.9%	0.3	1579	i	24	0	685	3.8	1.7	3.6
Cc1ccc(OCc2n[nH]c(=S)n2Cc2ccccc2)cc1	i	6	-0.07	1488	1.5	-0.11	0.76	0.46	-1%	-0.9%	-1.1	939	i	13	19	755	2.0	1.6	4.4
O=C(CSc1ccc(-c2ccc(F)cc2)nn1)N1CCCc2ccccc21	i	-6	1.6	1514	1.1	-0.27	0.5	-0.66	-7%	1.3%	-2.0	1031	i	52	24	624	2.1	3.5	5.8
CC1(C)NC(=O)N(CC(O)CN2CCCC2)C1=O (stereo unspecified)	i	1	1	1261	-0.05	-0.21	-0.38	-0.36	-11%	4.5%	-1.3	1078	i	37	2	774	3.0	2.3	7.4
Cc1cccc(CCNC(=O)C2CCC(CNS(=O)(=O)c3cccs3)CC2)c1 (stereo unspecified)	i	36	-0.76	1333	0.5	-0.27	0.47	-0.43	13%	-6.6%	-0.4	1115	i	18	-30	659	2.6	2.0	5.8
CC(C)CC(N=Cc1c(O)c2ccccc2oc1=O)C(=O)O (stereo unspecified)	i	7	0.43	1130	-0.28	-0.22	-0.12	0.17	4%	1.3%	1.2	1028	i	37	-3	795	1.9	1.2	6.2
COc1ccc(C(C)=O)cc1COc1ccc(Cl)cc1Cl	.	.	0.27	1454	1.1	-0.19	0.54	-1.3	-1%	.	1.9	1058	i	39	-3	738	.	.	.
O=C(Nc1ccc(F)cc1F)Nc1ccc(F)cc1F	i	-27	-1.2	1189	0.96	-0.26	0.47	-0.28	7%	-0.7%	1.1	1484	i	58	-19	635	0.9	1.4	7.0
O=C1CCCN1CCCNc1ncnc2c1[nH]c1ccccc12	i	-11	0.66	1181	0.28	-0.32	0.2	-0.26	-7%	-0.5%	1.8	707	i	13	.	.	3.6	1.4	2.8
Cc1ccc(C)c(OCC(O)CN2CCC(C)CC2)c1C (stereo unspecified)	i	-13	-1.3	1025	-0.65	-0.13	-0.22	0.67	12%	-0.9%	1.3	1129	i	17	.	.	2.2	1.3	7.4
CC(C)OCCCNC(=O)Cc1ccc(F)cc1	i	-2	0.25	1510	0.61	-0.32	0.11	-0.48	2%	-1.3%	0.1	961	i	40	8	663	6.0	2.1	7.6
CCc1cc2c(=O)nc3n(c2s1)Cc1ccccc1/C3=C(/O)c1cccc([N+](=O)[O-])c1	i	-10	1.1	796	1.5	0.43	1.4	0.3	11%	0.4%	-1.5	1140	.	.	8	788	2.3	0.7	9.6
COCCNC(=O)c1ccc2c3n(nc2c1)-c1ccc(Cl)cc1CO3	.	.	-0.19	957	0.51	-0.79	0.39	-0.4	-8%	.	-1.5	1230	i	13	.	.	.	.	.
O=[N+]([O-])C(/C=C(\Cl)[N+](=O)[O-])=C1N(Cc2ccc(Cl)nc2)CCN1Cc1ccc(Cl)nc1	i	18	.	.	0.84	-0.21	0.24	-0.59	-4%	1.6%	.	.	i	37	.	.	3.0	1.3	7.9
C=CCc1cccc(CNc2ccc(Br)cc2)c1O	i	-24	-0.32	1306	0.37	-0.3	0.19	0.13	2%	-0.6%	-0.6	1097	i	25	-11	652	1.2	1.2	4.0
O=C(c1nc2ccccn2c1CNCCCn1ncc2ccccc21)N1CCOCC1	i	15	-0.87	1449	-0.5	-0.24	-0.42	0.9	-2%	0.6%	-1.1	1113	i	36	-4	688	2.6	2.3	3.4
Nc1ccc(Cl)cc1C(=O)OCC(=O)NC1CCS(=O)(=O)C1 (stereo unspecified)	.	.	0.1	1232	-0.81	-0.26	-0.61	1.3	4%	.	0.8	1331	i	28	28	713	.	.	.
O=C(CSc1nccc(-c2cccs2)n1)Nc1cccc(Cl)c1	.	.	0.28	1399	-0.11	-0.29	-0.33	0.86	1%	.	0.2	1053	i	8	-18	692	.	.	.
Cn1c(=O)[nH]c(=O)c2c1nc(N1CCOCC1)n2CCc1ccccc1	i	-19	-0.68	1490	-0.1	-0.21	0.19	-0.13	2%	1.0%	0.7	1569	i	26	2	695	2.7	1.2	7.2
Cc1ccc(S(=O)(=O)Nc2ccc(-c3nc4cc(NS(=O)(=O)c5ccc(C)cc5)ccc4o3)cc2)cc1	i	-5	-0.82	686	0.37	-0.088	0.71	0.41	-5%	1.3%	.	.	.	.	-3	770	3.4	0.8	2.4
CCCCN(C)CCCNC(=O)c1ccc2c(c1)NC(=O)C(N1CCOCC1)S2 (stereo unspecified)	i	5	0.14	1336	-0.81	-0.15	-0.46	0.93	-9%	-1.0%	0.0	1422	i	38	.	.	4.1	3.4	13

Other structures.
SMILES	Autophagy HCS	Autophagy HCS cell loss 18 h	Ins promoter up	Ins promoter up cell count	Dynein transport	Dynein transport cytoplasmic EGFP	Dynein transport nuclear GR-EGFP	Dynein transport cell count	Salmonella PhoP GFP	CSM14.1 death rescue	bCat nuc transl	bCat nuc transl cell count 5 µM	T cell HTS	T cell HTS vesicle-bound %	Lipid droplet	Lipid droplet cells 6.5 µM	MT stabilizer	MT stabilizer Hoechst-high %	MT stabilizer cytotoxicity %
C=CCn1c(SCCC(=O)O)nnc1-c1cccs1	i	-1	.	.	0.34	-0.25	0.35	0.59	-10%	-0.1%	-2.6	1101	i	60	26	713	2.1	1.0	3.2
CCOC(=O)/C(=C\c1cccnc1)C(=O)c1cc(C(C)=O)c(Nc2ccccc2)s1	+	29*	-1.3	674	-5.7*	2.2*	-2.4*	0.58*	0%	-1.2%	-2.9	1205	i	33	-3	709	0.6	1.7	6.6
Cc1[nH]c2ccccc2c1C(=O)C(=O)NCCCn1ccnc1	i	-12	0.73	1706	0.63	0.065	0.28	0.26	-14%	-0.6%	1.9	973	i	51	19	664	2.9	1.5	9.4
C(=N\N1CCN(c2ccccn2)CC1)/c1ccco1	i	8	0.94	1209	-0.17	-0.32	-0.16	0.45	1%	-3.2%	-0.5	1077	i	44	-4	684	2.3	1.7	9.6
COc1ccc(-c2c/c(=N\c3nc(-c4ccccc4)c(C)s3)c3ccccc3o2)cc1O	i	38	-1.3	655	2.4	3.4	1.8	-1.6	32%	4.1%	165*	541*	i	28	58*	759*	7.0	30	38
CNc1nc(OCC#N)nc(N2CCCCC2)n1	i	25	0.82	1670	0.12	-0.31	-0.029	0.63	-2%	0.9%	-3.1	1028	i	46	12	748	1.8	1.8	3.4
O=C(c1cnn2c(C(F)(F)F)cc(-c3ccco3)nc12)N1CCCc2ccccc21	i	2	1.3	1045	-0.9	-0.21	-0.31	0.35	-5%	-1.8%	-0.9	1144	i	10	.	.	3.6	2.1	1.0
COc1ccc(-c2noc(CN(C(=O)c3c(-c4ccccc4Cl)noc3C)C(C)C)n2)cc1	i	-3	-1.3	930	0.22	0.019	0.14	1	-1%	-0.4%	.	.	i	66	-7	736	2.2	1.1	23

An excerpt from above, showing only Autophagy HCS, T cell HTS and Dynein transport nuclear GR-EGFP.
| SMILES | Autophagy HCS | T cell HTS | Dynein transport nuclear GR-EGFP |
| --- | --- | --- | --- |
| CCOC(=O)/C(=C\c1cccnc1)C(=O)c1cc(C(C)=O)c(Nc2ccccc2)s1 | + | i | -2.4* |
| Cc1[nH]c2ccccc2c1C(=O)C(=O)NCCCn1ccnc1 | i | i | 0.28 |
| C(=N\N1CCN(c2ccccn2)CC1)/c1ccco1 | i | i | -0.16 |
